Tau ThT inhib – blocks human tau fibril formation measured by thioflavin T | AID 1460 | recombinant tau K18 P301L, heparin-induced fibrillization, ThT fluorescence | 2.1% of 270,000 active | Potency, µM (doses to about 57.4 µM), for the others: at the top dose activity, negative = inhibition, most hits filed as inhibitors | P10636; note: nearly all actives have a fitted effect of over 55% in size
Target sequence (P10636 561-689 P618L limits assumed): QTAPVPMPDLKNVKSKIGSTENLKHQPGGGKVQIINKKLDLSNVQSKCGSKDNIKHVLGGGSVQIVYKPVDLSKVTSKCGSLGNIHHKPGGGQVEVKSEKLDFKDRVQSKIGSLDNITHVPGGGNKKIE
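Aggregation was driven by heparin (20 uM final) acting on recombinant tau […] bearing P301L in 100 mM sodium acetate pH 7; fibrils were detected with Thioflavin T.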
L3MBTL1 block – inhibitors of human L3MBTL1; AID 485360; 0.66% of 230,000 active; Q9Y468; Potency, µM (titrated, usually from 57.1 µM), for the others: at the top dose activity, negative = inhibition, actives largely listed as inhibitors; AlphaScreen L3MBTL1–H3K9me1 peptide binding; note: nearly all actives have a fitted effect of over 60% in size
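Read-out is AlphaScreen signal from streptavidin donor and nickel chelate acceptor beads (10 ug/mL final each) bridging L3MBTL1 (50 nM) and biotinylated K9-monomethylated H3(1-15) peptide (75 nM), after 30 min compound exposure at room temperature.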
GLA spleen mod – inhibits or activates alpha-galactosidase in human spleen homogenate; human spleen homogenate, 4MU-alpha-Gal fluorescence, 40 min; Potency, µM (titrated, usually from 80 µM), for inactives: top-dose activity change, negative = inhibition, usual class: inhibitors; 0.008% of 240,000 active;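 note: 0% = enzyme with vehicle and -100% = no enzyme basal signal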
Target sequence (P06280 32-429 limits assumed): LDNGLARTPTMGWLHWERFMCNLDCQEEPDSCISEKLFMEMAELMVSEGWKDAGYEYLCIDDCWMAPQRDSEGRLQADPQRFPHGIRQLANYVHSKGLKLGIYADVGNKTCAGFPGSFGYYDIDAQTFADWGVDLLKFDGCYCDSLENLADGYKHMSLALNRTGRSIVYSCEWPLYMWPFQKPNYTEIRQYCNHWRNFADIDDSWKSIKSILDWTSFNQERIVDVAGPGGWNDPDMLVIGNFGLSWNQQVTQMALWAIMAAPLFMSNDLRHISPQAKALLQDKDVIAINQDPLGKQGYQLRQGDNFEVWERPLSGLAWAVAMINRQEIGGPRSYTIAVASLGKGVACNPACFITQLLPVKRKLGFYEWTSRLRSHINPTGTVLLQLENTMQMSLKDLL
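qHTS titration in buffer at pH 5.0. Alpha-galactosidase activity in spleen homogenate was measured via 4-methylumbelliferone release from 1 mM fluorogenic substrate after 40 min at 37C and a pH 10 stop. AC50 came from Hill fits of control-normalized data.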
Tau FP inhib – tau fibrillization inhibition (FP); 0.39% of 280,000 active; Potency, µM (doses to about 57.7 µM), without a hit: at the top dose activity, negative = inhibition, most hits filed as inhibitors; P10636; AID 1468; K18 P301L tau heparin fibrillization, Alexa594 FP, 6 h; note: nearly all actives have a fitted effect of over 55% in size
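Compound effects on tau fibrillization are measured by Alexa 594 fluorescence polarization (ex 555, em 632 nm). K18 P301L tau is used at 15 uM with 0.24 uM labeled tracer, and 20 uM heparin induces aggregation over 6 hr at 37 C.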
Tau fluor counter – counter-screen for tau fibril formation inhibitors; tau K18 P301L (four-repeat tau fragment) Alexa594 fluorescence, heparin fibrillization; Potency, µM (top dose mostly 57.7 µM), inactives show at the highest dose activity change, negative = decrease; 0.93% of 280,000 active; AID 1463; note: nearly all actives have a fitted effect of over 55% in size
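Human K18 P301L tau (15 uM unlabeled plus 0.24 uM Alexa 594-labeled, final) in 100 mM sodium acetate pH 7 was mixed with compound and 20 uM heparin and incubated 6 hr at 37 C.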
TRb SRC2 PPI – disrupts binding of human TR beta to SRC2 | AID 1469 | Potency, µM (doses to about 106 µM), without a hit: top-dose activity change, negative = inhibition, most hits filed as inhibitors | 0.065% of 280,000 active | TRbeta-SRC2 peptide binding, fluorescence polarization; receptor liganded with 1 µM T3;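 note: plate controls were bound peptide for no effect and peptide without receptor for full effect; nearly all actives have a fitted effect of over 50% in size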
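Binding of a 20-amino-acid Texas Red SRC2 peptide (20 nM) to TRb ligand-binding domain (0.6 uM) with agonist T3 at 1 uM was followed by fluorescence polarization after a 5 hr room-temperature incubation.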
TR SRC2 fluor cs – alters Texas Red total fluorescence, flagging assay interference; TRb/SRC2 Texas Red total fluorescence interference; Potency, µM (titrated, usually from 106 µM), for the others: at the top dose fluorescence change, negative = quenching; 0.29% of 280,000 active; AID 1479; active = well fitted curve in either direction with a large enough effect; inconclusive = small, poorly fitted or top-dose-only effect
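Flags fluorescent or light-absorbing compounds by total fluorescence, S + 2P, at 555 nm excitation and 632 nm emission. Mixture: 20 nM Texas Red SRC2 peptide, 0.6 uM human TRb LBD, 1 uM T3, 5% DMSO; compound exposure 5 h at ambient temperature.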
ALDH1A1 block – blocks purified human ALDH1A1 activity | P00352 | Purified ALDH1A1, NADH fluorescence, propionaldehyde substrate | Potency, µM (top dose mostly 75.3 µM), for the others: top-dose activity, negative = inhibition, most hits filed as inhibitors | 7.3% of 220,000 active | AID 1030; active = well fitted inhibition curve with a large enough effect, not every such curve was filed as active; inconclusive = small, poorly fitted or top-dose-only effect, or another doubt; inactive = no such curve, though single readings can be large or run the other way;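 note: plate controls were no enzyme wells and a reference inhibitor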
Target sequence (P00352 whole entry, looked up): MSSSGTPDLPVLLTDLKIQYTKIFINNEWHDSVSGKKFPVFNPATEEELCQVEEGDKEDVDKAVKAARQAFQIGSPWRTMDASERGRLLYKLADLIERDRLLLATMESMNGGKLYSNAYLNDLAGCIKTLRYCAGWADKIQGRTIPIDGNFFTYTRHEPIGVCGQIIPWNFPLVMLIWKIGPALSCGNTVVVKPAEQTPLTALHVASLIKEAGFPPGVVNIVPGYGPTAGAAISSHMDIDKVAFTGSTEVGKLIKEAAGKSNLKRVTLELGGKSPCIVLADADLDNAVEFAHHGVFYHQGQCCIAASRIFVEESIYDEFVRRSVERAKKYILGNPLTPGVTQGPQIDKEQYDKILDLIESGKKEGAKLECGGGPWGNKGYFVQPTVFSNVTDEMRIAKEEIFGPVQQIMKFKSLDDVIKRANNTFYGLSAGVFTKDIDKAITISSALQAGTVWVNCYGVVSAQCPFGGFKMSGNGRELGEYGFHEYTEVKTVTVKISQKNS
* hit, by the source's call; ? = inconclusive; . = not tested or not shown; [ ] = another dose, or the depositor's remark. Unless noted, calls come from the whole dose curve; as a rule, active = well fitted curve in the direction sought with a large enough effect; inconclusive = small, poorly fitted or top-dose-only effect, or another doubt; inactive = no such curve, though single readings can be large; an effect the other way counts as inactive or inconclusive. Unless noted, % is set by controls: 0 for no effect and ±100 for the full control effect; potency is the fitted concentration of half-maximal effect.

Sequence of screens: Tau ThT inhib | L3MBTL1 block | GLA spleen mod | Tau FP inhib | Tau fluor counter | TRb SRC2 PPI | TR SRC2 fluor cs | ALDH1A1 block
Cn1cc(/C=C(\C#N)C(=O)Nc2cccc([N+](=O)[O-])c2)c2ccccc21
    -6% | . | -5% | 1% | -20% | 4% | 0% | -2%
Brc1cc2c(cc1/C=N/Nc1nc(N3CCOCC3)nc(N3CCOCC3)n1)OCO2
    -4% | -10% | 5% | 1% | -2% | -8% | -3% | 20µM*
COc1ccc(OC)c(S(=O)(=O)N(C)CC(=O)Nc2ccc3c(c2)OCO3)c1
    ? | 14%[11.4 µM] | 17% | 2% | -11% | -7% | -2% | 2%
COCCn1c(=O)[nH]c2cc(C(=O)N3CCN(c4ccc(Cl)cc4)CC3)ccc2c1=O
    -9% | . | . | -2% | -16% | -9% | -1% | .
CCOC(=O)Cc1ccc(NC(=O)NCc2c(-n3cccc3)sc3c2CCCC3)cc1
    -4% | . | . | 2% | -11% | 3% | 0% | .
COc1cccc(NC(=S)NC(=O)c2c(Cl)c(C)nn2C)c1
    -14% | -5% | 1% | -10% | -9% | 9% | -3% | ?
COc1ccc(S(=O)(=O)NCC2CCCN(C(=O)c3sccc3C)C2)cc1 (centres undefined)
    -8% | 8% | 0% | 4% | -8% | -7% | 1% | 0.18µM*
O=c1oc(-c2cccs2)nc2scc(-c3cccs3)c12
    -9% | 14% | -7% | -4% | -7% | 0% | 0% | ?
O=C(c1ccc(OC2CCN(CCc3ccccc3)CC2)cc1)N1CCCC(O)C1 (centres undefined)
    -1% | -14% | -1% | 0% | -11% | -5% | -1% | 5%
CN(C(=O)c1cc2nc(-c3ccco3)cc(C(F)(F)F)n2n1)c1ccc(OC(F)(F)Cl)cc1
    -4% | . | . | 2% | -4% | -2% | ? | .
COc1ccc(/C=C(/NC(=O)c2ccccc2)C(=O)N/N=C/c2ccc3c(c2)OCO3)cc1OC
    ? | -1% | 7% | -1% | -21% | -10% | -1% | -2%
COc1ccc(OCCn2c(NC(=O)c3ccco3)nc3ccccc32)cc1
    -14% | -2% | -1% | -5% | -8% | 6% | 2% | -13%
O=C(NC1CCCCC1)NC1CC2CCC(C1)N2Cc1nnnn1Cc1ccc2c(c1)OCO2 (centres undefined)
    -10% | 2% | -1% | 3% | -4% | -4% | -3% | -1%
CCCN(CCC)c1ccc(/C=C/c2ccc3cc(OCC)ccc3n2)cc1
    ? | -14% | -3% | 14% | -24% | ? | 24% | .
O=S(=O)(NCC1CCCO1)c1ccc2ccccc2c1 (centres undefined)
    2% | 0% | 0% | -4% | 0% | 1% | -3% | -7%
COc1ccccc1/C=C/C(=O)/C=C/c1ccccc1O
    14µM* | . | 20% | ? | -28% | -5% | -2% | .
CCCCn1cc(S(=O)(=O)c2ccc(OC)cc2)c(=O)c2cc(F)c(F)cc21
    -8% | . | . | -9% | -15% | -15% | 0% | .
Cc1cc(C)cc(NC2=CC(c3cccc(F)c3)N(c3cc(C)cc(C)c3)C2=O)c1 (centres undefined)
    -14% | . | . | -19% | -17% | -1% | 4% | .
N#Cc1c(NC(=O)CSc2ncnc3c2cnn3-c2ccccc2Cl)sc2c1CCCC2
    -17% | -3% | 3% | -4% | -12% | 5% | 3% | ?
CCOC(=O)c1ccc(NC(=O)Nc2c(C)nn(C)c2C)cc1
    -2% | 40%[activator] | -8% | -2% | -5% | 3% | 5% | ?
CCOC(=O)c1cnn(CCOC(=O)C(C)(C)C)c1NC(=O)C(C)(C)C
    -1% | 8% | 10% | -6% | -5% | -6% | 1% | 13%
CCCN[C@@H](C)C(=O)Nc1ccccc1C
    . | . | 5%[29.1 µM] | . | . | -3% | -1% | 3%[20.9 µM]
Cc1nn(C(C)(C)C)c(OC(=O)c2cccc(F)c2)c1Sc1ccccc1
    ? | . | . | -2% | -20% | -1% | -4% | .
Cn1ccnc1SCC(=O)Nc1cccc(C(F)(F)F)c1
    -1% | . | -27% | 3% | 7% | 1% | -1% | ?
Nc1cc(C(=O)O)c(N)c2c1C(=O)c1ccccc1C2=O
    4.5µM* | . | 4% | 20µM* | ? | 40µM* | 45µM*[fluorescent] | .
CC(NC(=O)C(Cc1ccccc1)n1cccc1)c1ccccc1 (centres undefined)
    . | . | 4% | -6% | ? | -3% | -1% | .
O=C(NCCNCc1ccc(F)cc1)c1ccco1
    -3% | . | -17% | 1% | 1% | -16% | -2% | -18%
CCn1cc(C=C2C(=O)c3ccccc3C2=O)c2ccccc21
    ? | 6% | 9% | 6% | -21% | -1% | -1% | 2%
CCCCC(CC)COC1(c2ccccc2)OC(=O)c2ccccc21 (centres undefined)
    3% | 33%[activator] | -8% | ? | -8% | 2% | -9% | -8%
CCC(CC)C(=O)Oc1c(Sc2ccccc2[N+](=O)[O-])c(C)nn1C(C)(C)C
    -10% | -10% | -10% | 0% | -12% | -15% | 1% | 2.2µM*

Full records from above. Values in the order: Tau ThT inhib, L3MBTL1 block, GLA spleen mod, Tau FP inhib, Tau fluor counter, TRb SRC2 PPI, TR SRC2 fluor cs, ALDH1A1 block
Cn1cc(/C=C(\C#N)C(=O)Nc2cccc([N+](=O)[O-])c2)c2ccccc21 as listed: -6%, ., -5%, 1%, -20%, 4%, 0%, -2%
N#Cc1c(NC(=O)CSc2ncnc3c2cnn3-c2ccccc2Cl)sc2c1CCCC2 as listed: -17%, -3%, 3%, -4%, -12%, 5%, 3%, ?
O=S(=O)(NCC1CCCO1)c1ccc2ccccc2c1 (centres undefined) as listed: 2%, 0%, 0%, -4%, 0%, 1%, -3%, -7%

(cont.)
Sequence of screens: Tau ThT inhib | L3MBTL1 block | GLA spleen mod | Tau FP inhib | Tau fluor counter | TRb SRC2 PPI | TR SRC2 fluor cs | ALDH1A1 block
CCCCCCCC(=O)N/N=C/c1cccnc1
    -13% | . | 1% | -2% | -6% | -5% | -3% | 10%
CCN(c1ccccc1)S(=O)(=O)c1ccc(Cl)c(NC(=O)COC(=O)c2cccc(OC)c2O)c1
    5% | -10% | 2% | -8% | -25% | 8% | -3% | 2%
CCOc1cccc(C(=O)Nc2cccc(C(C)=O)c2)c1
    -7% | -3% | -2% | -4% | -11% | -16% | -9% | 6%
COc1ccc(C(O)C(CN2CCOCC2)c2ccccc2)cc1 (centres undefined)
    -3% | 7% | 0% | 2% | -4% | 3% | 5% | 1%
COc1cccc(Nc2nc(C)cc(C)c2C#N)c1
    1% | -2% | -2% | -5% | -8% | -1% | -4% | 5%
O=S(=O)(Cc1ccccc1)Cc1cnc(Cl)s1
    -1% | -1%[11.4 µM] | -9% | 5% | 4% | -2% | -2% | 0%
O=C(Nc1ccccc1)c1ccc[n+](Cc2ccc([N+](=O)[O-])cc2)c1
    2% | 6% | -2% | 1% | 0% | 3% | 0% | ?
CSc1nc(C)cc(Nc2cccc(C(=O)O)c2)n1
    5% | . | . | 8% | 3% | 0% | 6% | .
O=C(NNC1=Nc2cccc3cccc1c23)c1ccccc1Br
    ? | -8% | -8% | 8% | ? | 0% | 1% | 6%
Cc1ccc(-c2cc3c(nn2)-c2ccccc2C3=O)cc1
    . | . | 3% | 4% | -13% | -1% | -3% | .
COCCNC(=S)N(CCc1c(C)[nH]c2ccccc12)Cc1ccco1
    -13% | -18% | -1% | ? | ? | 2% | -1% | 2%
CCOc1ccc(NS(=O)(=O)c2cc(NC(=O)CCC(=O)c3cccs3)ccc2Cl)cc1
    2% | -7% | 8% | ? | ? | -2% | 2% | -8%
CCOC(=O)C1(Cc2ccccc2)CCCN(C2CCN(C(C)=O)CC2)C1 (centres undefined)
    -10% | 5% | -1% | -2% | 3% | 0% | 2% | -7%
O=C(Nc1nc2ccccc2[nH]1)c1ccc(F)cc1
    7% | -5% | 12% | 2% | -3% | 5% | 3% | 11%
COc1ccc(NC(=O)N2CCCC2C(=O)Nc2ccc(C)c(Cl)c2)cc1 (centres undefined)
    -4% | 2% | -6% | -1% | -13% | -4% | -1% | 11%
COCCCNS(=O)(=O)c1ccc2c(c1)CCN2C(C)=O
    2% | . | 2% | 7% | 2% | -8% | 1% | 1%
CCCCOc1ccccc1C1NC(=O)NC(C)=C1C(=O)OCCOCC (centres undefined)
    -8% | 1% | 9% | 1% | -8% | -8% | -2% | -7%
CCOC(=O)c1c(N/N=C/c2ccncc2)n[nH]c1C
    -7% | -2% | -13% | 0% | 3% | -8% | -3% | -7%
COc1ccc(CNC(=O)c2cc3cc(S(=O)(=O)N4CCCCC4)ccc3n2C)c(OC)c1
    -3% | . | . | -2% | -18% | 5% | 0% | .
Nc1c(C(=O)Nc2ccc(Cl)c(Cl)c2)sc2nc(-c3cccnc3)ccc12
    ? | 6% | -19% | 5% | -24% | -7%[53 µM] | -2%[53 µM] | 3%
COCCNC(=S)c1ccc(OC)cc1
    0% | 5% | 8% | 4% | 8% | -19% | 0% | 20µM*
COc1cccc(N2CC(C(=O)OC(C)C(=O)c3ccccc3)CC2=O)c1 (centres undefined)
    -10% | . | 5% | 0% | -4% | 1% | -4% | -6%
COc1ccccc1NC1=NC(C)(C)N=C(N)N1
    -4% | 0% | -20% | -8% | -10% | -16% | 1% | 2%
Cc1cc(NS(=O)(=O)c2ccc(NC(=O)CSc3nc4ncc(Br)cc4[nH]3)cc2)nc(C)n1
    0% | 1% | -11% | -8% | -6% | 0% | -1% | .
CCOC(=O)Nc1ccc2nc3n(c(=O)c2c1)CCCCC3
    -7% | -1% | 1% | -1% | -8% | -2% | 3% | ?
CCOC(=O)C1(CC2CCCCO2)CCN(Cc2nccn2-c2cccc(C)c2)CC1 (centres undefined)
    -15% | -17% | 4% | 3% | 0% | -5% | -4% | 7%
Cc1ccc([N+](=O)[O-])cc1N=Nc1c(-c2ccc([N+](=O)[O-])cc2)[nH]n(C(N)=S)c1=O
    ? | -9% | 0% | 2% | ? | 8% | -1% | 11µM*
CC1CCN(C(=S)Nc2ccc(F)cc2)CC1
    -1% | 4% | 1% | 1% | 6% | -10% | 0% | 0%
CN(CCCNC(=O)C1CCC(=O)N1Cc1ccccc1Cl)c1ccccc1 (centres undefined)
    -10% | -4% | 0% | 9% | -1% | 5% | -3% | -7%

Screens deposited in PubChem by National Center for Advancing Translational Sciences (NCATS).
